Screening results: PubChem BioAssay, National Center for Advancing Translational Sciences (NCATS)
HBB splicing = modulators of hemoglobin beta chain splicing. HBB splicing reporter cell assay, activation; EGFP reporter with mutant IVS2-654 intron; response scale: normalised to 500 nM splice-correcting PNA. Potency, µM (doses to about 46.1 µM), without a hit: at the highest dose activation, most hits filed as activators. 0.06% of 65,000 active. AID 925; also: potency is read from the fitted curve at half-maximal effect; 0% is about no effect
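HeLa cells stably expressing EGFP interrupted by mutant beta-globin intron 2 (IVS2-654), 500/well in 2% FCS. Treated with compound for 2 days at 37C. Splicing correction scored as total well GFP intensity (488 nm excitation, 500-520 nm emission); 500 nM antisense PNA served as control.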
15-hLO inh = 15-hLO (ALOX15) enzyme inhibition | 1.4% of 74,000 active | purified 15hLO-1, xylenol orange hydroperoxide absorbance | Potency, µM (series often up to 57.1 µM), for the others: top-dose activity change, negative = inhibition, most hits filed as inhibitors; also: potency is read from the fitted curve at half-maximal effect; % is scaled to controls: 0 for no effect and ±100 for the full control effect; nearly all actives have a fitted effect of over 55% in size
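Hydroperoxide formed from arachidonic acid (50 uM) by purified human 15hLO-1 (40 nM) oxidizes ferrous iron, and the ferric-xylenol orange complex is read at 573 versus 405 nm. Compounds were preincubated 15 min; reaction ran 6 min at room temperature.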
Ub-GFP proteasome = ubiquitin-GFP accumulation via proteasome inhibition; Ubiquitin-GFP reporter cells, proteasome inhibition, GFP fluorescence; response scale: untreated = 0%, 10 µM MG-132 = 100%; 67,000 tested, under 10 active; Potency, µM (series often up to 45.9 µM), without a hit: at the top dose activation (GFP accumulation), hits mostly activators; AID 526; active = well fitted activation curve with a large enough effect, not every such curve was filed as active; inconclusive = small, poorly fitted or top-dose-only effect, or another doubt; inactive = no such curve, though single readings can be large or run the other way; also: potency is read from the fitted curve at half-maximal effect
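U2OS Ub(G76V)-GFP reporter; O/N plating, 0.5% FBS; cpd 46 uM–2.9 nM, 4 h, 37 °C; GFP+ cell count, 488/515 nm; norm. to basal vs 10 uM MG-132; CRC fit.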
GFP derepression = epigenetic GFP locus derepression in mouse cells; mouse C127i GFP locus derepression, cytometry, 30 h; Potency, µM (series often up to 46.1 µM), for the others: top-dose GFP derepression (activation); 0.09% of 68,000 active; also: % of control where 0% means no effect
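Read-out is the number of GFP-positive cells, scored as fluorescent objects 20 to 120 um wide, reflecting derepression of a silenced CMV-GFP reporter in murine C127i cells after 30 h compound exposure at 37 C.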
HADH2 inhib = blocks human hydroxyacyl-CoA dehydrogenase type II | Potency, µM (titrated, usually from 57.1 µM), for the others: at the highest dose activity change, negative = inhibition, actives largely listed as inhibitors | Q99714 | recombinant HADH2, NADH fluorescence, beta-hydroxybutyryl-CoA | 3.4% of 73,000 active; also: potency is read from the fitted curve at half-maximal effect; % is scaled to controls: 0 for no effect and ±100 for the full control effect; nearly all actives have a fitted effect of over 60% in size; many of its hits are not listed in these tables
Target sequence (Q99714 whole entry, looked up, one chain of several): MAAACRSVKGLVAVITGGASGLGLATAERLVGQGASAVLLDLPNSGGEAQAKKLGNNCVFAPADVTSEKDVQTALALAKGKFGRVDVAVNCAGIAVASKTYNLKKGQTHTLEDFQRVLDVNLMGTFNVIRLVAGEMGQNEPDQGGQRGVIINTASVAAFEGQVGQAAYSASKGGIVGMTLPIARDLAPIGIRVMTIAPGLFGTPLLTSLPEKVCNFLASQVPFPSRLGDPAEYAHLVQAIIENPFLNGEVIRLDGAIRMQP
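20 nM HADH2 + cpd, 15 min RT; add 1 mM NAD+/90 uM beta-hydroxybutyryl-CoA; kinetic fluorescence 360/450 nm, 4 min. Tris-HCl pH 9.0, 0.01% Tween-20.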
Tau fil binding = binds recombinant human tau filaments | P10636 | recombinant tau filaments, thioflavin S fluorescence, 15 h; filaments grown with octadecylsulfate alongside compound | Potency, µM (titrated, usually from 57.1 µM), for the others: top-dose activity change, negative = inhibition | 2% of 71,000 active | AID 596;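 also: potency is read from the fitted curve at half-maximal effect; % is scaled to controls: 0 for no effect and ±100 for the full control effect; actives lower thioflavin S fluorescence by blocking filaments or displacing dye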
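Recombinant tau protein (human, 1 uM final) plus 30 uM ODS in HEPES pH 7.4 with NaCl, DTT and thioflavine S. Compound present from the start; fluorescence at 510 nm after 15 h, 37 C.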
CRE-bla Fsk = alters forskolin-stimulated CRE reporter signaling in CHO cells; CHO CRE-bla reporter (cAMP response element driving beta-lactamase), forskolin EC10, beta-lactamase ratio; Potency, µM (series often up to 38.2 µM), without a hit: at the highest dose activity change, negative = inhibition, most hits filed as activators; 2.5% of 71,000 active; active = well fitted activation curve with a large enough effect in the signal ratio, with a control signal flat, not every such curve was filed as active; inconclusive = small, poorly fitted or top-dose-only effect, or effect the other way, or a change in a side signal; the % refers to the signal ratio; also: potency is read from the fitted curve at half-maximal effect; % of control where 0% means no effect
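Modulation of forskolin-driven signalling is measured in CHO cells carrying a CRE-controlled beta-lactamase reporter. Cells are stimulated with EC10 NKH 477 in the presence of titrated compound for 3 h at 37 °C, then loaded with CCF4 for 2 h at room temperature.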
ERK AVP inh = blocks ERK signaling stimulated by vasopressin; HEK293-V1b, vasopressin-stimulated pERK AlphaScreen; AID 995; 0.99% of 72,000 active; Potency, µM (doses to about 57.5 µM), without a hit: at the top dose activity, negative = inhibition, hits mostly inhibitors; also: potency is read from the fitted curve at half-maximal effect; % is scaled to controls: 0 for no effect and ±100 for the full control effect; nearly all actives have a fitted effect of over 55% in size
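HEK293 cells stably expressing V1b receptor, seeded overnight in 1% FBS, were treated with compounds for 30 min at 37C, then stimulated 5 min with 25 nM vasopressin; phospho-ERK read by AlphaScreen SureFire after lysis.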
Luciferase inh = inhibitors of firefly luciferase. 2.2% of 72,000 active. purified firefly luciferase, luminescence, 8 min. Potency, µM (series often up to 57.1 µM), inactives show at the top dose activity change, negative = inhibition, usual class: inhibitors. AID 411; also: potency is read from the fitted curve at half-maximal effect; % is scaled to controls: 0 for no effect and ±100 for the full control effect; nearly all actives have a fitted effect of over 40% in size
Target sequence (P08659 whole entry, looked up): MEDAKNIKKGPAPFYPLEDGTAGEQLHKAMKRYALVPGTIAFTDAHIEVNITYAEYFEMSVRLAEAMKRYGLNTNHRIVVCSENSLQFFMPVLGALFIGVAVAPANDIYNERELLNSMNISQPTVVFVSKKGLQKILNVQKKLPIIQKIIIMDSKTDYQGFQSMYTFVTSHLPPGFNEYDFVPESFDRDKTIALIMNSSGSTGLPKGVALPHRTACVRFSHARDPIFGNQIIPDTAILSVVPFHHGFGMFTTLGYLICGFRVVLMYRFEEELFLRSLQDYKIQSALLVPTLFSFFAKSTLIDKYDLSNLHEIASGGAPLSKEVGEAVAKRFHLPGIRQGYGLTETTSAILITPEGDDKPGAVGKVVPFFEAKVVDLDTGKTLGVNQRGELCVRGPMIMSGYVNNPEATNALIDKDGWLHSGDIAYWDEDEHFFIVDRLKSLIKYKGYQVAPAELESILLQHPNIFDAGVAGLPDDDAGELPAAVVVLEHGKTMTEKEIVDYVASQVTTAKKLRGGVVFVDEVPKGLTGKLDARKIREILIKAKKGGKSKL
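Titration-based qHTS; buffer 50 mM imidazole pH 7.2, 50 mM KCl, 7 mM MgCl2, 10 uM ATP, 0.01% Tween 20, 0.05% BSA; luciferase/luciferin detector mix added after compound; 8 min, ambient; luminescence.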
Hsp90 Hop PPI = changes Hsp90-Hop TPR2A binding signal, up or down; AlphaScreen TPR2A-His6 binding biotin-Hsp90 C-terminal peptide; Potency, µM (doses to about 57 µM), without a hit: at the top dose activity change, negative = inhibition; 0.44% of 71,000 active; active = well fitted curve in either direction with a large enough effect; inconclusive = small, poorly fitted or top-dose-only effect, or another doubt; also: potency is read from the fitted curve at half-maximal effect; % is scaled to controls: 0 for no effect and ±100 for the full control effect; many of its hits are not listed in these tables
DNA Pol III inh = inhibitors of bacterial DNA polymerase III holoenzyme; reconstituted DNA polymerase III holoenzyme replication, biochemical; Potency, µM (titrated, usually from 57.1 µM), for inactives: at the highest dose activity change, negative = inhibition; 0.25% of 71,000 active; also: potency is read from the fitted curve at half-maximal effect; % is scaled to controls: 0 for no effect and ±100 for the full control effect
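Reconstituted *E. coli* holoenzyme (0.35 nM Pol III, 1 nM beta, 154 nM SSB, 2 nM primase) was preincubated with compound for 15 min at RT. Synthesis on 1.4 nM ssM13Gori ran 35 min, then was stopped with PicoGreen/EDTA and read as dsDNA fluorescence.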
* hit, by the source's call; i = inactive; ? = inconclusive; . = not tested or not shown; & = joins results of further samples; [ ] = remark or other dose. Unless noted, calls follow the shape of the dose curve; as a rule, active = well fitted curve in the direction sought with a large enough effect; inconclusive = small, poorly fitted or top-dose-only effect, or another doubt; inactive = no such curve, though single readings can be large; an effect the other way counts as inactive or inconclusive. These rows are one share of the data; the hit share may differ from the screen's.

SMILES,HBB splicing,15-hLO inh,Ub-GFP proteasome,GFP derepression,HADH2 inhib,Tau fil binding,CRE-bla Fsk,ERK AVP inh,Luciferase inh,Hsp90 Hop PPI,DNA Pol III inh
CN(C)c1ncc2nc(-c3cn(C)c4ccccc34)c(=O)n(C[C@H]3CCCO3)c2n1,6.5%,1.0%,5.3%,-2.7%[9.22 µM],-0.7%,364.9%,2µM*,?,0.3%[11.4 µM],-2.5%,-8.5%
COc1ccc(OC)c(C2C(C(=O)Nc3ccc(F)cc3)=C(C)Nc3nc(CCCO)nn32)c1 (centres undefined),1.4%,-1.7%,0.6%,-4.4%,-5.7%,15.3%,-1.1%,-10.7%,-0.5%,-4.0%,2.5%
Cc1cccc2cc(CN(Cc3ccc4c(c3)OCO4)Cc3nnnn3C3CCCC3)c(=O)[nH]c12,.,-11.8%,2.6%,0.0%,37.8%[activator],7.9%,-4.7%,-27.5%,-3.9%,-2.7%,-6.3%
CCc1ccc(NC(=O)N(CCCOC(C)C)C2CCN(C(C)=O)CC2)cc1,-0.4%[57.5 µM],-10.1%,-2.6%,-1.6%,7.1%,-1.5%,?,-21.3%,1.6%,-2.9%,-3.8%
CCN(CCCNC(=O)C1CCN(S(=O)(=O)CC)CC1)c1cccc(C)c1,0.5%,3.4%,-4.8%,5.6%,9.6%,-8.2%,?,-3.0%,-1.4%,-2.9%,-3.6%
CCCCNc1nc(C)nc2c1nc(-c1ccccc1)n2CCCN1CCCCC1C (centres undefined),-1.8%,-0.9%,5.8%,.,-1.3%,39.6%,9.3%,0.0%,.,-4.3%,-0.7%
CN(C)Cc1ccccc1-c1cncnc1Nc1ccccc1,-1.0%,-19.3%,4.9%,0.0%[9.22 µM],?,-8.3%,8.8%,1.5%,0.2%[2.29 µM],-9.6%,-0.4%
NC(N)=NCCN1CCCCCCC1,-0.5%[20.6 µM],-8.8%,0.0%[20.5 µM],1.7%[20.6 µM],2.0%[25.6 µM],-19.4%[25.6 µM],-3.2%[17.1 µM],10.1%,.,0.5%[26 µM],-7.9%[25.6 µM]
CCC(Sc1ncccc1C(=O)O)C(=O)N1CCCC1 (centres undefined),2.4%[57.5 µM],-10.8%,0.0%,2.1%,-20.3%,-3.5%,-3.2%,-5.3%,0.2%,-2.0%,-6.4%
C=C(C)Cn1c(SCCCO)nc2c1c(=O)[nH]c(=O)n2C,.,-4.9%,-6.2%,-1.7%,2.8%,-5.5%,?,-21.8%,1.3%,-2.6%,-2.4%
CCCCOc1ccc(C(O)(CCC)CCN2CCOCC2)cc1 (centres undefined),.,-6.1%,5.2%,0.0%,-4.1%,-19.7%,-3.6%,-15.0%,1.5%,-3.3%,-1.5%
O=c1c(-c2cccs2)nc2cnc(N3CCNCC3)nc2n1CCc1ccccc1,0.5%,-6.1%,-8.6%,2.4%[9.22 µM],5.5%,i,?,-9.5%,-0.3%[11.4 µM],?,3.9%
CSc1nnc2c3cc(C)ccc3n(Cc3ccccc3)c2n1,-1.1%[57.5 µM],-10.1%,-2.6%,0.0%,10.4%,1.4%,2µM*,-5.2%,0.1%,5.2%,-4.4%
N#CC1=C(N)Oc2n[nH]c(-c3cccs3)c2C1c1cccs1 (centres undefined),-0.9%,?,-0.6%,8.2%,?,-19.1%,-12.7%,?,-1.3%,-3.1%,-1.3%
CCOc1ccc(C(=O)Nc2ccc(N3CCN(C)CC3)cc2)cc1Br,-1.4%,?,0.9%,-1.6%,20.2%,10µM*,4.0%,-5.2%,-4.9%,-7.4%,-4.4%
COc1ccc(-n2c(=O)c(C)nc3cnc(N4CCNCC4)nc32)cc1,0.9%,21.9%,10.0%,2.3%[9.22 µM],1.2%,93.3%,12.6µM*,3.5%,-0.5%[11.4 µM],-2.6%,1.7%
COc1ccc(C2C(C(=O)N3CCN(c4ccccc4)CC3)c3ccccc3C(=O)N2C)cc1OC (centres undefined),3.0%,1.6%,-8.1%,0.0%,3.0%,5.6%,?,2.5%,-1.6%,-1.9%,-4.3%
Fc1ccc(C(OCCCc2cnc[nH]2)c2ccc(F)cc2)cc1,-0.4%,15.8%,1.6%,-0.1%,-5.4%,-11.2%,?,?,-0.1%,-27.9%,-0.6%
Cc1csc(NC(=O)c2ccc(C)c(S(=O)(=O)N3CCCCC3)c2)n1,1.5%,-14.3%,-6.0%,-3.9%,-0.1%,1.3%,?,12.3%,0.7%,-3.1%,0.6%
Clc1ccc(-c2nnc(-c3cccc4ccccc34)o2)cc1Cl,2.0%[9.22 µM],8.1%[11.4 µM],-1.9%[9.17 µM],-1.2%[9.22 µM],-8.3%[11.4 µM],-0.5%[11.4 µM],5.4%[7.6 µM],-1.9%[11.5 µM],4.0%[11.4 µM],0.5%[11 µM],-9.1%[11.4 µM]
O=C(COC(=O)C1=COCCO1)Nc1ncc(C(F)(F)F)cc1Cl,-0.1%,12.8%,-3.2%,0.0%,8.9%,-10.5%,?,6.0%,2.2%,-0.7%,-0.7%
COc1ccc(OC)c(S(=O)(=O)NCCc2cn3ccsc3n2)c1,-0.3%,-6.3%,-1.2%,.,?,41.1%,-5.0%,.,0.5%,-5.3%,1.6%
c1cc2[nH]snc2c2nc(C3CC3)nc12,.,?,-2.9%,-1.0%,?,-27.9%,18.0%,?,-5.6%,-9.4%,-12.7%
Cc1ccc2c(c1)N(CC(=O)NC1CCCCC1C)C(=O)CO2 (centres undefined),-0.3%,-1.4%,7.6%,1.1%,?,-2.7%,17.4%,50.0%[activator],0.6%,-2.3%,3.7%
Cc1nnc(NC(=O)C2(c3ccccc3)CCOCC2)s1,-1.4%,-4.0%,1.7%,2.9%,5.8%,60.2%,10µM*,11.4%,-0.9%,-1.9%,-0.6%
CCCOC(=O)Nc1cc(OC)c(Cl)cc1OC,3.2%,-2.3%,1.3%,-1.7%,5.8%,-3.3%,22.7%,-2.9%,-0.5%,5.5%,7.7%
CCC(CO)NCCNC(CC)CO (centres undefined),-1.0%[1.84 µM],3.8%&2.1%,13.8%,-3.7%,4.0%,-6.5%,9.2%,3.6%&16.0%,2.5%,-1.2%,3.8%
COCCNC(=O)C1CC(=O)N(CCc2ccccc2)C1 (centres undefined),0.1%,6.7%,-0.3%,-0.2%,4.2%,-2.6%,-11.7%,-1.0%,1.9%,-3.5%,-6.8%
CSc1ccc(CN2CCC(O)CC2)cc1,0.1%[0.0738 µM],6.2%[11.4 µM],11.6%[9.17 µM],-4.7%,6.9%[11.4 µM],4.1%[11.4 µM],?,-5.8%,0.0%,-9.5%[11 µM],7.2%[11.4 µM]
COc1cc(C(=O)Nc2ccc(NC(=O)C(C)C)nc2)cc(OC)c1OC,.,2.4%,5.2%,0.2%,-2.2%,0.5%,20.7%,47.4%,1.9%,-3.7%,-3.2%
CC(C)(C)NCCCCOc1ccccc1F,-0.9%[9.22 µM],-3.2%,3.3%,5.0%,5.1%,-23.0%,-5.5%,1.4%,0.3%,-1.1%,-0.1%
CCc1cc2cc(C)cc(C)c2nc1SCC(=O)N1CCN(C(=O)c2ccco2)CC1,-0.8%,-25.4%,6.8%,2.6%,-6.2%,19.0%,?,-7.0%,-0.1%,-10.9%,-6.2%
O=C(CCN1CCc2ccccc2C1)Nc1cccc(F)c1,1.9%,0.4%,8.0%,5.1%,4.8%,-17.0%,-13.2%,-19.0%,0.7%,-5.9%,-2.3%
FC(F)(F)c1cnc2c(c1)Nc1ccccc1S2,-1.9%,-2.6%,-0.9%,-1.1%,0.6%,-0.3%,?,17.6%,0.9%,0.2%,2.3%
O=C(CCn1nnc(-c2cccs2)n1)NC1CCCCC1,-4.7%,2.6%,2.9%,1.3%,8.5%,3.8%,?,-22.9%,1.1%,-1.7%,-4.5%
CCOC(=O)c1ccc(NS(=O)(=O)CC)cc1,-0.2%,7.4%,-0.4%,10.3%,-10.8%,9.8%,-7.6%,-0.2%,0.9%,-1.4%,-4.7%
